Myeloid diff MLP = myeloid differentiation induction | ER-HoxA9 myeloid progenitors, lysozyme-GFP differentiation, flow cytometry | calls only at 10 µM | hit rate 1% among 360,000 | AID 624256;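 active = normalized GFP-positive differentiation at or above the plate's own cutoff, the solvent-only control mean plus 3 SD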;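 note: cells exposed to compound for four days before flow analysis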
TNAP activation fold = human TNAP enzyme activators, primary screen, biochemical, luminescent, no phosphate acceptor, uHTS (AID 1001) | purified TNAP, luminescent activation assay, no phosphate acceptor; higher activation fold means a stronger effect | activation fold at 20 µM, or EC50 in µM where a hit was titrated | hit rate 0.03% among 200,000; in the data active = activation fold from about 3, or a potency from the dose series; inactive = the rest, 99 in 100 with activation fold below about 1.6; note: many of its hits are not listed in these tables
PMI inhibitors = inhibitors of human PMI, primary screen, biochemical, fluorescence intensity, coupled assay (AID 1209); purified PMI enzyme, coupled fluorescence intensity; higher % means a stronger effect; inhibition, % at 20 µM; hits with a dose series show IC50 in µM; hit rate 0.42% among 190,000;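 note: plate controls were DMSO vehicle for no effect and wells lacking substrate for full effect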
WT yeast gro inh = growth inhibition of WT yeast, mitochondrial fusion screen | mitochondrial fusion phenotypic screen, WT strain | inhibition, % at 10 µM | hit rate 2.1% among 190,000; in the data active = inhibition above about 58%; tested in S. cerevisiae
ER stress rescue = protection against thapsigargin-triggered cell killing – 384-well, CSM14.1, ATP luminescence, primary screen (AID 1222) | CSM14.1 thapsigargin-induced death rescue, ATP luminescence; higher % means a stronger effect | cellular ATP content (survival), % at 20 µM, or EC50 in µM where a hit was titrated | 190,000 tested, under 10 active;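 active = EC50 below 50 µM in the dose-response confirmation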;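 note: death triggered by thapsigargin at about 15 µM added after 2 h compound pretreatment; cell ATP read after overnight thapsigargin exposure of roughly 18 to 22 hours; normalized against plate controls of thapsigargin alone and 5% DMSO vehicle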
Lipid droplet = hepatic lipid droplet formation modulation; AML12 mouse hepatocytes, oleate lipid droplets, BODIPY imaging; inhibition, % at 6.5 µM; hit rate 0.4% among 240,000; AID 1656;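 active = lipid droplet intensity inhibited by at least 50%, with more than 500 cells counted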
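Material – AML12 mouse liver cells · Also added – oleate loading, 100 µM · Compound dosing – 6.5 µM single-point dosing · Times – overnight treatment with compound plus oleate · Measured by – fluorescence imaging, 20x objective, two fields per well · Read-out – percent inhibition of filter-corrected integrated lipid droplet intensity per well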
K1F lysis inhibition = protection from phage-mediated lysis, alamar blue read-out – E. coli UTI89, K1F phage, bacterial capsule biogenesis inhibitors (AID 488966) | hit rate 0.02% among 340,000 | E. coli UTI89 K1F phage lysis, alamar blue, 2 h; higher % means a stronger effect | inhibition, % at 100 µM, or IC50 in µM where a hit was titrated;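 active = phage lysis inhibition, versus mean bacterial control, above a set limit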;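 note: capsule biogenesis inhibitors block K1F phage lysis so surviving cells raise fluorescence; higher fluorescence means more inhibition of phage lysis; actives were called in the ten point dose series up to 300 µM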
M1AAP inhibition = malaria alanyl aminopeptidase activity blockers – biochemical, fluorogenic H-Leu-NHMec substrate, 1536-well (AID 1445); recombinant M1AAP, H-Leu-NHMec fluorogenic kinetic assay; higher % means a stronger effect; one-dose inhibition, % at 30 µM; IC50 in µM for titrated hits; hit rate 0.42% among 220,000;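 active = primary inhibition above the hit cutoff, then over 50% inhibition at one or more dose response concentrations, cut at about 23% in these data, passing the limit was not always enough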;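 note: plate controls were DMSO full reaction for no effect and no enzyme background for full effect; strong numbers were not always called active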
PMI inhibition = human PMI inhibitors, high substrate, primary screen, biochemical, fluorescence intensity, high mannose 6-phosphate (AID 1220); recombinant PMI enzyme, coupled fluorescence intensity; higher % means a stronger effect; one-dose inhibition, % at 20 µM; IC50 in µM for titrated hits; hit rate 0.66% among 190,000
WT yeast gro inh mutant strain = also measured in WT yeast gro inh; calls as there; inhibition, %; mitochondrial fusion phenotypic screen, mutant strain inhibition
Lipid droplet cells 6.5 µM = also measured in Lipid droplet; calls as there; cell count; measured here: cell count, cytotoxicity flag;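 cells counted across two imaged fields per well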
Myeloid diff MLP GFP+ MAC1+ % = further read-out of Myeloid diff MLP, marked with its call; GFP+ MAC1+ double positive, %; measured here: differentiation confirmed by MAC1 staining
Active calls of the source: *; i = inactive; · = not tested or not shown; + = active, no number; [ ] = another dose, or the depositor's remark. Cut-off read from the data, not from the text of the source, unless noted: active = inhibition above about 50%; inactive = the rest.

SMILES	Myeloid diff MLP	Myeloid diff MLP GFP+ MAC1+ %	TNAP activation fold	PMI inhibitors	WT yeast gro inh	WT yeast gro inh mutant strain	ER stress rescue	Lipid droplet	Lipid droplet cells 6.5 µM	K1F lysis inhibition	M1AAP inhibition	PMI inhibition
CC1CCCCC1N=CC1=C(O)CC(C)(C)CC1=O (stereo unspecified)	i	3.8	1.1	-5%	-9	7	4.4%	·	·	3.5%	17%	-10%
CCN(CC)S(=O)(=O)c1ccc(C(=O)OCCNC(=O)c2cccnc2)cc1	i	1.3	1	-10%	-28	-23	0.0%	·	·	-0.2%	1%	-14%
Cn1nc([N+](=O)[O-])nc1Oc1ccc2ccccc2c1	i	7.4	1.1	4%	-10	-14	-0.7%	13	790	1.1%	14%	2%
N#CCc1c(C#N)c(N)nc(N2CCN(c3ccc(F)cc3)CC2)c1C#N	i	0.4	1.1	2%	-5	-1	-3.2%	-10	761	0.1%	17%	2%
O=C(Nc1cccnc1)c1cnc2ccccc2n1	i	0.8	1	-2%	-9	9	2.8%	·	·	0.3%	4%	2%
O=c1cc(-c2ccccc2Cl)oc2cccc(O)c12	i	1.0	1	-10%	7	-15	-3.8%	16	714	1.8%	-5%	-8%
CCN1CCN(S(=O)(=O)c2ccc(OC)c(Br)c2)CC1	i	0.9	1	12%	-2	-4	·	11	602	2.0%	1%	12%
CCCCNCC1C(Oc2ccc(Cl)cc2)C(=O)N1c1ccccc1C (stereo unspecified)	i	0.3	1.1	-14%	23	6	·	1	677	-0.1%	1%	-14%
CC1Cc2ccccc2N1C(=O)COc1ccc2c(c1)OCO2 (stereo unspecified)	i	0.2	1.1	1%	-3	-13	-0.6%	-1	684	-0.8%[50 µM]	3%	2%
Cc1ccc(S(=O)(=O)c2cc(N3CCOCC3)nc(-c3ccccc3)n2)cc1	i	1.6	1.1	9%	-2	11	-0.9%	·	·	1.3%	1%	9%

No new results follow: an excerpt of the list.
SMILES	Myeloid diff MLP	Myeloid diff MLP GFP+ MAC1+ %	TNAP activation fold	PMI inhibitors	WT yeast gro inh	WT yeast gro inh mutant strain	ER stress rescue	Lipid droplet	Lipid droplet cells 6.5 µM	K1F lysis inhibition	M1AAP inhibition	PMI inhibition
CCN1CCN(S(=O)(=O)c2ccc(OC)c(Br)c2)CC1	i	0.9	1	12%	-2	-4	·	11	602	2.0%	1%	12%
CCCCNCC1C(Oc2ccc(Cl)cc2)C(=O)N1c1ccccc1C (stereo unspecified)	i	0.3	1.1	-14%	23	6	·	1	677	-0.1%	1%	-14%
CC1Cc2ccccc2N1C(=O)COc1ccc2c(c1)OCO2 (stereo unspecified)	i	0.2	1.1	1%	-3	-13	-0.6%	-1	684	-0.8%[50 µM]	3%	2%
Cc1ccc(S(=O)(=O)c2cc(N3CCOCC3)nc(-c3ccccc3)n2)cc1	i	1.6	1.1	9%	-2	11	-0.9%	·	·	1.3%	1%	9%

Returning to the listing, repeating the three entries before the break.
SMILES	Myeloid diff MLP	Myeloid diff MLP GFP+ MAC1+ %	TNAP activation fold	PMI inhibitors	WT yeast gro inh	WT yeast gro inh mutant strain	ER stress rescue	Lipid droplet	Lipid droplet cells 6.5 µM	K1F lysis inhibition	M1AAP inhibition	PMI inhibition
CCCCNCC1C(Oc2ccc(Cl)cc2)C(=O)N1c1ccccc1C (stereo unspecified)	i	0.3	1.1	-14%	23	6	·	1	677	-0.1%	1%	-14%
CC1Cc2ccccc2N1C(=O)COc1ccc2c(c1)OCO2 (stereo unspecified)	i	0.2	1.1	1%	-3	-13	-0.6%	-1	684	-0.8%[50 µM]	3%	2%
Cc1ccc(S(=O)(=O)c2cc(N3CCOCC3)nc(-c3ccccc3)n2)cc1	i	1.6	1.1	9%	-2	11	-0.9%	·	·	1.3%	1%	9%
O=C(NCc1ccccc1)C1=C[C@H](c2ccc(Br)cc2)C[C@H](OCc2ccc(CO)cc2)O1	i	0.2	1	16%	44	3	-1.7%	-9	718	-0.4%	3%	38%
Oc1ccccc1-c1nnc(COc2ccc(Cl)cc2Cl)o1	+	20*	1	-2%	9	5	·	-1	639	2.0%	7%	-7%
Cc1ccc(NC(=O)NCc2ccc3c(c2)OCO3)c(C)c1	i	0.5	1.1	-4%	-8	9	0.7%	-5	698	0.1%	0%	0%
CCOCC(=O)Nc1ccc2c(c1)OCCO2	i	0.8	1.1	-17%	-2	2	2.4%	·	·	0.4%	3%	-3%
CCCN(CCO)Cc1cccc(Cl)c1	i	3.6	1.1	7%	2	13	·	-1	704	6.3%	4%	4%
O=c1c2cc(Br)ccc2nc2n1CCCCC2	i	0.3	1.1	6%	5	5	-0.9%	·	·	0.9%	-1%	4%
CCNC(=O)NC(=O)C(C)SCc1ccccc1C (stereo unspecified)	i	3.4	1.1	-8%	2	12	-1.7%	·	·	2.2%	-3%	3%
CCOc1ccc(Cn2c3ccc(OC)cc3c3nc4ccccc4nc32)cc1	i	1.1	1	6%	-33	-62	-1.2%	0	671	5.9%	7%	3%
COc1cc(NS(=O)(=O)c2ccc(NC(=O)C3CCCO3)cc2)nc(OC)n1 (stereo unspecified)	i	12	1.1	6%	-9	-22	0.3%	5	726	-1.6%	7%	-1%
c1nnc(NC2=NCCC2)s1	i	0.9	1.1	8%	-6	-9	-0.8%	8	826	-0.3%	0%	4%
CCc1ccccc1-n1c(-c2ccncc2)n[nH]c1=S	i	0.6	1	-10%	8	-4	-0.3%	·	·	-0.5%	6%	-5%
O=C(NCCN1CCCCC1)c1ccc(=O)oc1	i	1.9	1.1	5%	8	0	0.7%	0	752	-0.1%	5%	-4%
Cc1ccc(/C=C/C(O)=C2/C(=O)N(C)C3(C)CC2c2ccccc2O3)cc1 (stereo unspecified)	i	1.1	1.1	-3%	17	6	-1.5%	·	·	0.1%	8%	-1%
O=C(Nc1ccccc1N1CCOCC1)c1cc2c(s1)CCCCC2	i	0.3	1.2	11%	57	-5	-1.0%	3	698	0.6%	13%	7%
O=C(Nc1nccs1)c1cc(-c2ccccc2)nc2ccccc12	i	0.1	1	6%	31	34	-2.6%	11	713	3.3%[50 µM]	8%	0%
Cc1ccccc1-n1nnnc1SCC(C)C	i	1.1	1.1	-2%	3	8	-2.7%	33	672	-0.9%	-6%	2%
C/C(=N\NC(=O)c1ccccc1)c1ccc2c(c1)OCO2	i	0.7	1.1	1%	8	-13	-1.3%	18	823	0.5%	-4%	-5%
Cn1nnnc1SCCOc1ccc(C#N)cc1	i	2.1	1.2	-1%	1	-14	-0.6%	·	·	3.9%	2%	0%
O=C(NCCC1=CCCCC1)c1ccc(F)cc1	i	0.9	1.1	-8%	0	-5	-2.4%	-22	611	1.4%[50 µM]	2%	-10%
COc1ccc(C(=O)CSC#N)cc1OC	i	0.0	1.3	1%	-72	33	-2.5%	-30	519	0.0%	-6%	-9%
Cc1ccccc1NC(=O)CSc1nc(COc2ccccc2)nc2ccccc12	i	1.5	0.8	-3%	6	0	3.1%	·	·	3.0%	2%	-8%
COC(=O)C(NC(C)=O)(Nc1nc2ccc(C)cc2s1)C(F)(F)F (stereo unspecified)	i	2.0	1.1	4%	10	17	-0.9%	6	745	2.8%	3%	4%
CCn1c(C)[n+](CCOC(C)=O)c2cc(Cl)c(Cl)cc21	i	0.4	1.1	9%	-2	14	-1.6%	14	763	0.7%	19%	10%
Cc1ccccc1NCC(=O)N/N=C\c1ccc([N+](=O)[O-])s1	i	0.3	1	5%	67*	44*	-0.5%	-22	740	-0.7%	9%	17%
Cc1nnc(SCC(=O)NC2CCS(=O)(=O)C2)n1Cc1ccccc1 (stereo unspecified)	i	0.1	1	-9%	-7	-11	-6.9%	0	714	-1.6%	3%	-7%
CCOC(=O)c1nnc(-c2ccccc2)o1	i	1.4	1.1	-1%	-10	2	-0.3%	3	723	1.0%	7%	-4%
CC1Cc2cc(/C(O)=C3/C(=O)C(=O)N(CC4CCCO4)C3c3ccco3)ccc2O1 (stereo unspecified)	i	0.5	1	-2%	5	11	0.5%	-2	714	0.6%	9%	-24%
CC(=O)N1CCc2cc(S(=O)(=O)NCCC(=O)N3CCN(Cc4ccccc4)CC3)ccc21	i	4.6	1.2	-1%	-1	2	0.2%	·	·	0.0%	9%	-5%
O=[N+]([O-])c1cc(S(=O)(=O)Nc2ccccc2)ccc1NCc1ccccc1	i	0.2	1	13%	58	21	-0.2%	-17	613	-0.4%	5%	15%
Cc1ccsc1C(=O)N1CCCC(C(=O)c2cc(F)ccc2F)C1 (stereo unspecified)	i	0.3	1.1	1%	-1	8	4.4%	-2	687	-0.2%	0%	-7%

Copied from the list:
For M1AAP inhibition, CCn1c(C)[n+](CCOC(C)=O)c2cc(Cl)c(Cl)cc21 is entered as 19%
For PMI inhibition, O=[N+]([O-])c1cc(S(=O)(=O)Nc2ccccc2)ccc1NCc1ccccc1 is entered as 15%
For WT yeast gro inh, CC1Cc2cc(/C(O)=C3/C(=O)C(=O)N(CC4CCCO4)C3c3ccco3)ccc2O1 (stereo unspecified) is entered as 5

(next part)
SMILES	Myeloid diff MLP	Myeloid diff MLP GFP+ MAC1+ %	TNAP activation fold	PMI inhibitors	WT yeast gro inh	WT yeast gro inh mutant strain	ER stress rescue	Lipid droplet	Lipid droplet cells 6.5 µM	K1F lysis inhibition	M1AAP inhibition	PMI inhibition
Cc1cc(C)cc(SCc2noc(C(=O)NCC3CCCO3)c2C(=O)O)c1 (stereo unspecified)	i	1.1	1.1	7%	8	15	1.4%	·	·	0.8%	7%	4%
COc1cc(NC(=O)Nc2ccc3c(c2)OCO3)cc(OC)c1OC	i	0.4	1.1	-3%	-12	-3	1.2%	-1	705	0.1%	-7%	12%
COc1cc(C2CC(=O)Nc3ccccc3S2)cc(OC)c1OC (stereo unspecified)	i	0.9	1	9%	16	13	·	-3	675	0.0%	2%	8%
O=C(CSc1ccc2c(c1)OCCO2)Nc1cccc(S(=O)(=O)N2CCCCC2)c1	i	1.7	1.3	13%	8	2	14%	-9	659	2.0%[50 µM]	6%	8%
O=C(Nc1ccc(-c2noc(COc3ccccc3Cl)n2)cc1)c1ccco1	+	3.8*	1.1	-2%	8	-7	-2.4%	14	678	0.6%	-1%	4%
Cc1nnc2sc(SCC(=O)Nc3nccs3)nn2c1=O	i	0.5	1.3	5%	2	-1	-1.3%	12	678	-0.1%	15%	3%
CC(=O)CSc1ccc(-c2nc3cc(C)c(C)cc3[nH]2)cn1	i	0.1	1.1	·	-5	-14	-5.4%	-10	676	-0.2%	4%	·
Nc1ccc(Cc2nc3c(ccc4ccccc43)[nH]2)cc1	i	6.1	1.1	6%	-4	-3	-2.5%	·	·	0.3%	3%	17%
CC(C)OC(=O)C(CC(=O)O)NCc1ccccc1 (stereo unspecified)	i	1.0	1	4%	13	0	0.7%	·	·	0.6%	-5%	11%
CCN(CC)C(=O)c1cc2c(=O)n3cccc(C)c3nc2n1C	i	0.3	1.2	2%	-8	-7	-1.2%	·	·	0.2%	2%	5%

Screening results deposited in PubChem BioAssay by several laboratories.
